# LYPLA2 counter – LYPLA2 (human) inhibition in PME1 counter-screen; O95372; recombinant LYPLA2, FP-Rh probe fluorescence polarization; inhibition, % at 5.9 µM; 320,000 tested, 0.38% active; AID 2177;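 active = inhibition above the screen-wide mean plus 3 SD, limit set per campaign, cut at about 26% in these data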;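 also: 0% = LYPLA2 with DMSO and 100% = wells lacking LYPLA2 enzyme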
# PAD4 inh – PAD4 (human) enzyme inhibition. Q9UM07. recombinant PAD4, RCA probe fluorescence polarization. AID 485272. inhibition, % at 6.36 µM. 330,000 tested, 0.41% active;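 active = percent inhibition above a cutoff equal to the mean of all tested compounds plus 3 SD, cut at about 15% in these data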;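 also: 0% = PAD4 with RCA probe and DMSO and 100% = probe without PAD4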
# GSTO1 inh – counter-screen for RBBP9 inhibitors: inhibitors of human GSTO1. 300,000 tested, 1.1% active. P78417. recombinant GSTO1, activity-based probe fluorescence polarization. inhibition, % at 5.96 µM;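 active = inhibition above the campaign mean inhibition plus 3 SD, cut at about 35% in these data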;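 also: 0% = GSTO1-1 with DMSO and 100% = wells lacking GSTO1-1 enzyme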
# LYPLA1 counter – LYPLA1 (human) inhibition in PME1 counter-screen. recombinant LYPLA1, FP-Rh probe fluorescence polarization. O75608. AID 2174. inhibition, % at 5.9 µM. 320,000 tested, 0.16% active;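 active = inhibition above the mean of all tested compounds plus 3 SD, set per campaign, cut at about 14% in these data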;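 also: inhibitors block serine hydrolase probe labeling of LYPLA1 so polarization falls; 0% = enzyme with DMSO and 100% = wells lacking LYPLA1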
# PREPL inh – inhibitors of human prolyl oligopeptidase-like enzyme PREPL | Q4J6C6 | recombinant PREPL, fluorescence polarization activity-based probe | inhibition, % at 5.96 µM | 320,000 tested, 0.68% active; in the data active = inhibition above about 43%;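 also: 0% = enzyme with DMSO and 100% = wells lacking enzyme; many of its hits are not listed in these tables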
# Target sequence (Q4J6C6 whole entry, looked up): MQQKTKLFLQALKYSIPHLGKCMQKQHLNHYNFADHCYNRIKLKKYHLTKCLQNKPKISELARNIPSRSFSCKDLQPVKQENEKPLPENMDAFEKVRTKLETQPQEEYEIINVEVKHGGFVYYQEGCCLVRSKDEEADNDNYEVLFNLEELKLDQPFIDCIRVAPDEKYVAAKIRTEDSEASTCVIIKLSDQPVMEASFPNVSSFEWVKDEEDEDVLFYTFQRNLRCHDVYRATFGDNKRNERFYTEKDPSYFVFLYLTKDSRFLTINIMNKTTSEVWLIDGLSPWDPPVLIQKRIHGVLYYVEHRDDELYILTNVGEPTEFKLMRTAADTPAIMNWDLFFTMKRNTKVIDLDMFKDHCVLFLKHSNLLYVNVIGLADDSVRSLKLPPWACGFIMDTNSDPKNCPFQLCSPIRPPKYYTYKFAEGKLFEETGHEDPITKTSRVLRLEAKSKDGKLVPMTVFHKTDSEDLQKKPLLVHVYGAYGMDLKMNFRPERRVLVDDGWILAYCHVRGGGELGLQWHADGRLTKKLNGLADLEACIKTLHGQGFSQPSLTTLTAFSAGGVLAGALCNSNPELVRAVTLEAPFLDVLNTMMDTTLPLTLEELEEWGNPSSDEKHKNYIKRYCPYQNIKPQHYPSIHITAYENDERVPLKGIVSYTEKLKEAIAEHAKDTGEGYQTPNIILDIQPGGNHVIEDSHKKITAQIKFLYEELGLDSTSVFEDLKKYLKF
# EBNA-1 inhibitor – blocks EBNA-1 binding to DNA; EBNA-1 DNA binding, fluorescence polarization; inhibition, % at 14.8 µM; 300,000 tested, 0.34% active; in the data active = inhibition above about 28%
# PAFAH2 FP inh – PAFAH2 (human) inhibition. recombinant PAFAH2, FP-rhodamine activity probe, fluorescence polarization. inhibition, % at 3.39 µM. 340,000 tested, 0.99% active;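 active = inhibition above the mean over all tested compounds plus 3 SD, cut at about 30% in these data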;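 also: inhibitors block probe labeling of enzyme so polarization drops; 0% = enzyme with DMSO and 100% = wells lacking PAFAH2 protein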
# ZTA DNA inh – ZTA (EBV) inhibition in EBNA-1 counter-screen. P03206. inhibition, % at 11 µM. ZTA-DNA binding, fluorescence polarization. 320,000 tested, 0.15% active; in the data active = inhibition above about 33%
# Target sequence (P03206 whole entry, looked up): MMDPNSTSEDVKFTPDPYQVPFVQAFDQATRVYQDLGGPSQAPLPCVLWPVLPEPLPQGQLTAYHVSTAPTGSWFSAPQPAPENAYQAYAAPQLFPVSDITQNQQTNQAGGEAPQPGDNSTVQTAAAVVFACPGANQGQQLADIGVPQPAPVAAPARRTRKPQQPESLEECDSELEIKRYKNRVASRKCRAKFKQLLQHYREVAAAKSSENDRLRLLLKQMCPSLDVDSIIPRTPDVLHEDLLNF
# PAFAH1B3 inh – inhibitors of human PAFAH1B3; 340,000 tested, 0.28% active; Q15102; inhibition, % at 3.39 µM; recombinant PAFAH1B3, FP-rhodamine probe, fluorescence polarization;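 active = inhibition above the screen-wide average of all tested compounds plus 3 SD, cut at about 25% in these data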;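 also: 0% = enzyme with DMSO only and 100% = wells lacking PAFAH1B3 protein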
# Starred values were filed as active, the others as inactive; / = not tested or not shown.
SMILES,LYPLA2 counter,PAD4 inh,GSTO1 inh,LYPLA1 counter,PREPL inh,EBNA-1 inhibitor,PAFAH2 FP inh,ZTA DNA inh,PAFAH1B3 inh
CCC(C)NC(=O)CSC1=Nc2ccccc2C2=NC(CCC(=O)NCc3ccco3)C(=O)N12 (stereo not drawn),-6,0,-1,0,7,10,0,7,9
COc1cc(CN2CCC(CO)(CCOc3ccccc3)CC2)cc(OC)c1,-5,0,6,1,-55,-6,-3,2,6
CCOc1cc(/C=C(/C#N)C(=O)Nc2ccc(O)cc2)cc(Br)c1O,1,0,7,1,0,5,14,13,12
CC(C)N1C(=O)N(c2cccc(Cl)c2)C(C)(O)CC1(C)C (stereo not drawn),-4,-2,-6,0,-17,-4,-5,3,11
COCCNC(=O)CCC1CCN(Cc2cccc(Oc3ccccc3)c2)CC1,0,-3,-5,-2,32,-7,-3,-4,0
Cc1sc2ncnc(SCC(=O)Nc3ccc(CN4CCCC4)cc3)c2c1C,4,1,/,-5,3,/,5,-3,-1
C/C(CC(=O)Nc1ccc(Cl)cc1Cl)=N\NC(=O)c1cnccn1,4,-4,-8,2,0,-6,2,-7,13
O=C(Nc1nc(-c2ccc(F)c(F)c2)cs1)c1cc([N+](=O)[O-])ccc1N1CCOCC1,-6,4,-5,-8,20,1,-6,14,6
CC(=O)N(Cc1ccco1)C1(C(=O)NC2CCCCC2)CCCCC1,2,4,3,-3,19,7,0,15,4
Cc1ccc(S(=O)(=O)N(C)C)cc1NC(=O)CSc1nnc(C2CC2)n1C1CC1,0,-4,/,2,0,/,-5,10,5
NS(=O)(=O)c1ccc(NC(=O)CN2CCCCC2)cc1,3,-1,0,-1,2,-2,5,9,5
CSc1nccc(N/N=C/c2ccccc2)n1,-5,-3,-6,2,-3,-13,-1,2,-5
CCC(=O)NC(=S)Nc1cccc(NC(=O)c2ccc(Cl)cc2Cl)c1,8,-6,-10,0,-1,-12,-4,-7,6
COc1ccc(/C=C/C(=O)N2CCN(C)CC2)cc1OC,-4,-4,0,0,7,-6,5,1,6
FC(F)(F)c1cccc(NC(=S)Nc2cccc(NC(=S)Nc3cccc(C(F)(F)F)c3)n2)c1,-30,-1,-29,-17,7,20,-16,2,-10
CCCNC(=O)c1cc2nc(-c3ccccc3)cc(C(F)(F)F)n2n1,-1,-4,6,0,5,-2,-5,4,1
CCS(=O)(=O)N1CCC(C(=O)NCc2cccs2)CC1,5,-7,-1,2,17,-12,1,-6,6
O=C(O)C1C2C=CC3(O2)C1C(=O)N1c2ccccc2COC13 (stereo not drawn),1,4,2,-2,-3,-4,0,-1,6
CCOC(=O)C1(Cc2cccc(OC)c2)CCN(C/C=C/c2ccc(OC)cc2)CC1,0,5,-1,-2,-17,-13,7,-9,-1
CCCCn1nc(C(=O)NNC(=O)c2ccncc2)c2ccccc2c1=O,-4,-3,0,-1,0,2,1,-1,4
CCN(CCCNC(=O)COc1cc(=O)n(C)c2ccccc12)c1cccc(C)c1,1,-3,0,1,21,11,2,-2,11
O=C(NCc1ccccc1C(F)(F)F)C1CC(c2ccccc2[N+](=O)[O-])=NO1 (stereo not drawn),1,3,5,-2,-2,0,1,2,-1
CC(=O)COC(=O)C1=NN(c2ccccc2)C(=O)CC1,-4,-2,1,-3,3,-3,0,-16,2
O=C(CSc1nnc(CNC(=O)c2cccs2)o1)Nc1ccccc1C(F)(F)F,-5,-2,-3,0,-2,20,-1,6,6
CCn1c(SCCOc2ccc(Cl)cc2)nnc1-c1cccs1,-2,-2,4,-3,14,-8,9,13,7

# Following part.
SMILES,LYPLA2 counter,PAD4 inh,GSTO1 inh,LYPLA1 counter,PREPL inh,EBNA-1 inhibitor,PAFAH2 FP inh,ZTA DNA inh,PAFAH1B3 inh
CCOC(=O)C1=C(C)N=c2s/c(=C/c3cccc([N+](=O)[O-])c3O)c(=O)n2C1c1ccccc1 (stereo not drawn),-6,3,1,-2,-8,6,11,16,9
COc1ccc(S(=O)(=O)NCC(=O)NCc2cc(=O)n(C)c(=O)n2C)cc1C,-2,-2,-2,-1,-2,-10,0,2,7
COC(=O)[C@@H]1C[C@@]2(O)[C@H](O)[C@H](O)[C@H](O)C[C@H]2N1Cc1ccc(C(C)(C)C)cc1,-8,-2,6,-1,4,-14,6,-8,-2
COc1ccc2c(c1OC)C(=O)OC2Nc1ncc(Br)cc1Br (stereo not drawn),6,-1,-1,8,5,8,8,-14,-2
Cc1ccc(NC(=O)C(C)OC(=O)CSc2ccccc2)cc1 (stereo not drawn),/,7,/,/,0,/,-3,/,11
CC1=CC(=NOC(=O)/C=C/c2ccccc2)C=C(C)C1=O,7,-7,3,1,0,9,8,-6,-10
CCn1cc(/C=C(\NC(=O)c2ccccc2F)C(=O)N2CCCC2)c2ccccc21,-4,4,-1,1,1,-1,1,11,8
CC1C(=O)C(C)C(c2ccccc2F)NC1c1ccccc1F (stereo not drawn),4,-3,4,1,-5,18,-5,3,-1
Cc1c(Cl)cccc1NC(=O)Cn1c(-c2ccc(F)cc2)noc1=O,0,-7,-13,0,16,-9,3,5,0
Cn1c(CCC(=O)OCC(=O)NCc2ccccc2Cl)nc(=O)c2ccccc21,-7,1,4,-3,2,1,7,12,4
Fc1ccc(CNc2nc(-c3ccco3)cc(C(F)(F)F)n2)cc1,0,-10,-4,-3,16,3,-5,14,4
Cc1cccc(CC(C)NC(=O)CCc2nnc(CCCCc3ccccc3)o2)n1 (stereo not drawn),3,3,-1,-2,12,-1,7,-24,0
CCC(=O)Nc1cccc(-c2nnc(-c3cccc(NC(=O)CC)c3)o2)c1,5,6,-5,-6,4,1,0,-5,5
O=C(NCCNC(=O)c1ccc(Cl)cc1Cl)c1ccco1,0,1,1,2,-4,-12,0,-9,-1
Cc1ccc(C23CC4CC(CC(C(=O)NC(C)C)(C4)C2)C3)cc1,-1,0,1,-3,7,-1,1,-9,6
Cc1cccc(NC(=O)c2ccccc2NC(=O)c2ccco2)c1,-13,2,-1,-3,-8,4,0,-2,10
CC(C)CCn1c(Sc2nc3ccccc3o2)nc2c1c(=O)[nH]c(=O)n2C,-5,2,31,-3,10,1,-6,-12,1
CCCN1CN=C(NS(=O)(=O)c2ccc(C)cc2)NC1,5,0,0,-3,0,8,4,-2,6
O=C(NC(Cc1c[nH]c2ccccc12)C(=O)N/N=C/c1ccc(Br)cc1)c1cccs1 (stereo not drawn),-52,-4,-22,-31,-3,5,-27,4,-5
Cc1ccc(C)c2nc3sc(C(=O)N4CCOCC4)c(N)c3cc12,8,-4,2,3,5,-26,0,-15,10
O=C(N/N=C/c1ccc(N2CCOCC2)cc1)c1ccccn1,6,-2,0,0,-18,2,-3,-15,3
O=C(CN1C2CCCC1CC(NC(=O)C1CCCCC1)C2)NCc1ccc(F)cc1 (stereo not drawn),7,3,0,1,4,6,3,17,-3
O=C(C(Cc1ccccc1)n1cccc1)N1CCN(c2ncccn2)CC1 (stereo not drawn),-3,0,7,-1,-4,-11,-4,0,0
CCN(CC)CCCN1CC(=O)N2[C@@H](Cc3c([nH]c4ccccc34)C2(C)C)C1=O,-1,-4,1,-2,1,-8,-5,-6,-1
C=CCN(c1ccccc1)S(=O)(=O)c1cccc(C(=O)Nc2ncccc2O)c1,1,5,11,-2,14,-9,13,-4,0

# More records follow:
SMILES,LYPLA2 counter,PAD4 inh,GSTO1 inh,LYPLA1 counter,PREPL inh,EBNA-1 inhibitor,PAFAH2 FP inh,ZTA DNA inh,PAFAH1B3 inh
Cc1cc(NC(=O)c2cc([N+](=O)[O-])cc([N+](=O)[O-])c2)no1,1,2,4,-1,-4,1,/,4,/
Cc1ccccc1NS(=O)(=O)CCCCC(Cl)(Cl)Cl,6,-1,-1,0,-6,9,5,2,8
Cn1c(=O)c2c([nH]c(=O)n2C)n(Cc2ccccc2)c1=O,0,0,0,0,6,0,/,0,/
COc1cc(/C=N/NC2=NS(=O)(=O)c3ccccc32)cc(OC)c1OC,-7,0,13,-1,-2,9,-4,1,-5
O=C(COC(=O)c1ccccn1)Nc1ccccc1Cl,0,1,9,-1,16,3,0,-3,3
Cc1nnc(SCc2nnc(-c3ccccc3Br)o2)s1,1,-5,5,0,1,12,2,0,12
CCCc1[nH]nc2c1C(c1ccc(OCCN3CCOCC3)c(OCC)c1)C(C#N)=C(N)O2 (stereo not drawn),5,0,5,0,3,5,-1,7,5
COc1ccc(CNC(=O)COC(=O)c2ccc(Br)c(S(=O)(=O)N3CCOCC3)c2)cc1,/,0,/,/,8,/,7,/,7
Cc1ccc(SCC(=O)OCC(=O)N(C)CC(=O)Nc2ccc(F)cc2)cc1C,-1,-2,2,1,2,0,-2,8,2
O=C(NCCc1ccccc1)c1cccc([N+](=O)[O-])c1,0,-3,3,-1,12,-6,1,17,3
CCOc1ccc(S(=O)(=O)N2CCCC(C(=O)NCc3ccccc3)C2)cc1 (stereo not drawn),-4,3,2,2,1,-1,-1,-3,-4
Cc1ccc(S(=O)(=O)CC(C)N2CCOCC2)c(S(=O)(=O)CC(C)N2CCOCC2)c1 (stereo not drawn),-3,-1,5,0,0,0,1,-12,3
COc1ccc(S(=O)(=O)Nc2c(C)nc3nc[nH]n3c2=O)cc1,-2,-2,1,-1,6,-5,-4,0,1
CC(CN1CCCCC1)OC(=O)c1cc2ccccc2o1 (stereo not drawn),0,0,15,1,-4,1,-6,8,0
NS(=O)(=O)c1ccc(NC(=O)c2ccc(Cl)c(S(=O)(=O)NCc3ccco3)c2)cc1,-2,3,/,-4,7,/,-5,-1,2
CCN(CC)c1nc(N)c2c(N)nc(OC)cc2c1C#N,-6,-10,32,-3,24,-4,3,-1,3
COc1ccc(Cl)cc1C(=O)NCC(=O)OCc1ccccc1,2,-2,20,-1,7,-4,2,-8,4
CCCCOc1ccc(C(=O)NCc2ccncc2)cc1,6,3,2,0,10,5,-1,-17,-1
O=C1C(=O)N(CCN2CCCCC2)c2ccccc21,2,0,4,-1,-2,1,2,5,8
CCn1c(SCC(O)c2ccccc2)nnc1-c1ccccc1 (stereo not drawn),7,4,8,-5,-4,-1,-2,0,6
CC(=O)Nc1ccc(S(=O)(=O)N2CCN=C2SCc2ccc(C)cc2)cc1,-2,-1,-4,-8,-5,4,-2,4,8
FC(F)(F)c1cnc(-c2cnc(-c3ccccn3)nc2)c(Cl)c1,0,-3,8,-2,13,1,0,-17,8
COc1ccc(C(=O)NC(=S)NNC(=O)c2ccc(O)cc2)cc1[N+](=O)[O-],-4,-1,13,-2,17,-1,-4,-13,4
O=C(NCCCC1CCCC1)C1CCC(=O)N(Cc2cccc(F)c2)C1 (stereo not drawn),-2,1,3,-1,5,8,8,-2,7
CCCOc1cccc(C(=O)Nc2ccccc2C(=O)N2CCN(C)CC2)c1,2,-1,-2,-4,0,3,0,13,3
CCNC(=S)Nc1ccc2cn[nH]c2c1,2,4,6,-1,10,6,1,0,-2
O=C(CNC(=O)c1ccccc1)OCc1cccc(Br)c1,5,-6,4,5,-2,-1,-1,2,2
COc1cccc(OCC(=O)Nc2cc(Cl)ccc2Oc2ccccc2)c1,2,-11,-2,0,-6,-4,1,-28,-1

# Whole records as entered above. Order of screens: LYPLA2 counter	PAD4 inh	GSTO1 inh	LYPLA1 counter	PREPL inh	EBNA-1 inhibitor	PAFAH2 FP inh	ZTA DNA inh	PAFAH1B3 inh
# Profile of O=C(O)C1C2C=CC3(O2)C1C(=O)N1c2ccccc2COC13 (stereo not drawn) → 1	4	2	-2	-3	-4	0	-1	6
# Profile of CCn1c(SCCOc2ccc(Cl)cc2)nnc1-c1cccs1 → -2	-2	4	-3	14	-8	9	13	7
# Profile of CCNC(=S)Nc1ccc2cn[nH]c2c1 → 2	4	6	-1	10	6	1	0	-2
# Profile of CCCc1[nH]nc2c1C(c1ccc(OCCN3CCOCC3)c(OCC)c1)C(C#N)=C(N)O2 (stereo not drawn) → 5	0	5	0	3	5	-1	7	5
# Profile of Cc1ccc(NC(=O)C(C)OC(=O)CSc2ccccc2)cc1 (stereo not drawn) → /	7	/	/	0	/	-3	/	11

# High-throughput results from PubChem BioAssay.

# An excerpt, so the mix of outcomes need not match the whole.
